# Screens (PubChem BioAssay)
# HSF1 activator = increases HSF-1 driven luciferase reporter signal; NIH3T3-HGL HSF-1 luciferase reporter, MG132, 8 h; 100% = twice DMSO control signal; activation, % at 9 µM; 300,000 compounds, 1.7% hits;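 active means mean replicate activation of at least 50% with a set share of replicates each reaching 50%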;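 further: 0% = median of the neutral control wells and 100% = twice that signal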
# HSF1 inhib = HSF1 inhibition | NIH3T3-HGL HSE-luciferase, MG132-induced, luminescence 8 h; stronger effect = lower value | activity change, negative = inhibition, % at 7.5 µM (by protocol) | 300,000 compounds, 0.77% hits | AID 2098;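 active means more than half of replicate wells show activity change below -50%, luminescence cut by over half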;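 further: luciferase reports HSF-1 transcriptional activity via heat shock element; 0% = median of DMSO wells and -100% = zero luminescence signal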
# HIF activator = HIF pathway transcriptional activation; U2OS HRE-luciferase reporter, luminescence; normalized: DMSO 0%, desferrioxamine 100%; activation, % at 7.5 µM (by protocol); 300,000 compounds, 0.32% hits; AID 1910;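 active means mean activation of at least 10% of the iron chelator positive control signal, with at least half of replicates also reaching 10%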
# AI-2 QS mod = modulates the Vibrio harveyi AI-2 quorum sensing system; Vibrio harveyi JMH597 AI-2 luminescence/OD600 ratio, 9 h; stronger effect = lower value; strain lacks LuxN and CqsS sensors; 0 = neutral-control median; activity change, % at 7.5 µM; 300,000 compounds, 0.4% hits; in the data active means activity change below about -75%, passing the limit was not always enough;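 further: luminescence divided by OD600 gain over 9 h not by final OD600 alone; inactives centre near 13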
# Platelet DG rel = platelet dense granule release activity | human platelet-rich plasma, SFLLRN dense granule ATP release, luminescence | inhibition, %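 (compounds screened at 7.5 µM in platelet-rich plasma)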 | 300,000 compounds, 0.22% hits;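 active means mean replicate score, as percent of positive control, at or above 50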
# IEC-6 tox = IEC-6 cytotoxicity, counter-screen for KLF5 inhibitors. luminescence viability. inhibition, % at 5 µM. 290,000 compounds, 0.78% hits. AID 1825; in the data active means inhibition above about 22%;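 further: 0% = plate median of test compound wells and 100% = cytotoxic reference compound wells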
# aSyn 5UTR inh = 5' untranslated region of α-synuclein, MLPCN primary screen | alpha-synuclein 5'UTR reporter, inhibitor activity | inhibition, % (tested at 7.5 µM) | 300,000 compounds, 0.82% hits | AID 1813; in the data active means inhibition above about 60%;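 further: H4 neuroglioblastoma cells stably carrying SNCA 5'UTR luciferase fusion; 0% = DMSO wells and 100% = positive control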
# HDAC3 inhib = blocks human histone deacetylase 3; recombinant HDAC3, fluorogenic peptide/trypsin coupled, fluorescence; 320,000 compounds, 0.15% hits; O15379; inhibition, % at 8.3 µM; AID 2718; in the data active means inhibition above about 26%, passing the limit was not always enough
# Target sequence (O15379 whole entry, looked up): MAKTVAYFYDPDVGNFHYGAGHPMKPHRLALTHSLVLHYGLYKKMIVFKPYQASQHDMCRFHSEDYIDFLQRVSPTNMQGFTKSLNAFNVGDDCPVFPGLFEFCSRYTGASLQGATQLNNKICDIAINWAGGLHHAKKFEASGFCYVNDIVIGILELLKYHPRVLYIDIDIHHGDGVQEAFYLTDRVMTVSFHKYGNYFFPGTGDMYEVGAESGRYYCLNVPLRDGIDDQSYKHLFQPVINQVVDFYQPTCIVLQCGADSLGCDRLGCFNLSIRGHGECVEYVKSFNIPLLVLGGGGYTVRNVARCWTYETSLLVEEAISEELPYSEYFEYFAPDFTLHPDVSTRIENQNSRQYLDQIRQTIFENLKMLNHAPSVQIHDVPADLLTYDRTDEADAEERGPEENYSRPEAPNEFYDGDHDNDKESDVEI
# HSP90 refold inh = inhibitors of HSP90 luciferase refolding in rabbit reticulocyte lysate; luciferase refolding luminescence, 3 h; 290,000 compounds, 0.91% hits; inhibition, % at 5.6 µM;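 active means inhibition above the screen-wide mean plus 3 SD, computed separately per campaign, cut at about 16% in these data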;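 further: 0% = DMSO wells and 100% = 60 µM geldanamycin wells; inhibitors lower the luminescence because luciferase stays unfolded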
# KLF5 inh = inhibitors of KLF5 expression | DLD-1 KLF5 promoter-luciferase reporter, luminescence | inhibition, % at 5 µM | 290,000 compounds, 0.23% hits;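 active means inhibition above a per-plate limit of that plate's mean compound inhibition plus 3 SD, cut at about 60% in these data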;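 further: 0% = DMSO wells and 100% = LY294002 at 200 µM; higher means less KLF5 promoter-driven luciferase light; inactives centre near -14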
# Numbers without * were called inactive; / = no result given.
item	SMILES	HSF1 activator	HSF1 inhib	HIF activator	AI-2 QS mod	Platelet DG rel
1	CCC(CCC(=O)Nc1cccc(C(=O)O)c1)C(=O)O (stereo not drawn)	-23	-22	-0.1	35	2
2	CC(C)CCNC(=O)CN(CCN1CCOCC1)C(=O)Cn1nnc(-c2ccc(F)cc2)n1	1	-2	0.0	-1	-6
3	Cc1cc(Oc2ccccc2)nc(-c2ccccc2O)n1	21	16	0.3	8	12
4	CCOC(=O)c1c(N)c(C#N)nn1-c1ccccc1C(=O)OC	21	-4	-0.4	18	-12
5	Nc1cc(-c2ccccc2)nn1Cc1ccc(Cl)cc1	31	6	0.0	-6	4
6	CCc1csc(CCNC(=O)C2CCC(=O)N(Cc3cccc(C(F)(F)F)c3)C2)n1 (stereo not drawn)	-3	-3	0.1	9	27
7	Cc1ccc(N(C)S(=O)(=O)c2ccc(-c3cnc(C4CC4)o3)cc2)cc1	-4	-7	0.1	13	10
8	Cc1ccc2oc(C(=O)NCc3ccccc3)cc(=O)c2c1	-3	3	-1.9	21	0
9	C=CCN1C(=O)c2ccc(C(=O)N(C)CC(=O)Nc3ccc(Br)cc3C)cc2C1=O	-8	-4	-0.2	5	12
10	CC1=CC2=NC(=O)CC(C)(C(=O)N(CC(=O)NC3CCCC3)c3ccccc3C)N2C=C1 (stereo not drawn)	-4	-5	0.2	16	1

item	IEC-6 tox	aSyn 5UTR inh	HDAC3 inhib	HSP90 refold inh	KLF5 inh
1	0	-19	3	4	14
2	0	5	2	1	10
3	-2	12	8	-1	-14
4	2	-7	/	-1	9
5	1	-29	6	1	5
6	4	-2	5	-1	-35
7	76*	84*	3	6	52
8	5	5	-3	2	-38
9	/	-1	/	/	/
10	1	-1	-67	-1	1

# (cont.)
item	SMILES	HSF1 activator	HSF1 inhib	HIF activator	AI-2 QS mod	Platelet DG rel
11	COc1ccc(S(=O)(=O)N2CCC(NC(=O)OCc3c(Cl)cccc3Cl)CC2)cc1	29	6	-0.2	31	3
12	CC(=O)CC(=O)Nc1ccn(-c2ccccc2)n1	15	-2	-0.4	24	2
13	CCn1cc(/C=N/NC(=O)c2ccc(C#N)cc2F)c2ccccc21	2	-7	0.1	6	-4
14	CC(NC(=O)c1noc2c1CCCC2)c1ccccc1 (stereo not drawn)	1	11	0.2	-4	-5
15	O=C(CN1CCN(Cc2ccccc2)CC1)N/N=C/c1c[nH]c2ccccc12	12	-3	-0.4	7	-2
16	CCN(CC)S(=O)(=O)c1ccc(N2CCOCC2)c(NC(=O)c2cc(C)cc(C)c2)c1	10	5	-0.3	21	-1
17	CCOC(=O)N1CCN(c2ccncc2S(=O)(=O)N2CCCCC2)CC1	-13	-10	0.3	19	0
18	c1cnc2c(SCc3ccc(-c4nnco4)cc3)cccc2c1	39	11	1.7	5	10
19	CC(=O)N1c2ccc(S(=O)(=O)N3CCCCC3)cc2CC1C(=O)NCc1ccccc1C (stereo not drawn)	31	20	-0.8	15	-9
20	CCOCCCNC(=O)C1CCCCN1S(=O)(=O)c1ccc(F)cc1 (stereo not drawn)	6	-7	-0.1	6	0

item	IEC-6 tox	aSyn 5UTR inh	HDAC3 inhib	HSP90 refold inh	KLF5 inh
11	-6	1	0	-2	-12
12	1	-21	2	-1	4
13	7	-46	9	2	-11
14	1	-35	-4	4	-7
15	-8	-19	7	4	8
16	-6	-4	-14	4	6
17	-1	3	-8	-6	-5
18	4	-82	1	3	-70
19	8	14	2	-2	-29
20	-1	-2	-4	-5	12

# The listing continues.
item	SMILES	HSF1 activator	HSF1 inhib	HIF activator	AI-2 QS mod	Platelet DG rel
21	Nc1nc(NCCc2ccccc2)nc(NCc2ccccc2)c1[N+](=O)[O-]	-6	0	1.3	-1	8
22	CCOC(=O)C(N)CSC1CC(=O)N(c2ccc(C(=O)OC)cc2)C1=O (stereo not drawn)	-9	-1	-0.8	29	-5
23	COc1cc(C(C)=O)ccc1OCc1nnc(-c2ccccc2Br)o1	23	21	1.6	43	-5
24	COC(=O)CSC1=C(C#N)C(c2ccc(Cl)cc2)C(C(=O)OC)C(=O)N1 (stereo not drawn)	-1	-7	-0.1	16	-2
25	CN(C)S(=O)(=O)c1ccc(C(=O)N2CC(=O)Nc3ccc(F)cc3C2c2ccc(F)cc2)cc1 (stereo not drawn)	-2	-1	0.9	7	0
26	O=C(Cc1ccccc1)Nc1ccccc1C(=O)Nc1ccccc1	9	9	-0.6	7	14
27	O=C(CN(Cc1ccccc1Cl)C(=O)CNS(=O)(=O)c1ccc(F)cc1)NCC1CCCO1 (stereo not drawn)	5	0	-0.1	12	0
28	COc1ccc(S(=O)(=O)NCC2CCCO2)cc1NC(=O)c1ccccc1F (stereo not drawn)	4	-4	-0.1	34	-15
29	CC(Oc1ccccc1C(N)=O)C(=O)Nc1ccc(S(=O)(=O)N2CCCC2)cc1 (stereo not drawn)	13	3	-0.3	16	3
30	CC(=O)OC1CCC2(C)C(CCC3C2CC(OC(C)=O)C2(C)C3C[C@@H]3O[C@]4(CC[C@@H](C)CO4)[C@@H](C)C32)C1 (stereo partly drawn)	3	2	-0.2	-9	-7

item	IEC-6 tox	aSyn 5UTR inh	HDAC3 inhib	HSP90 refold inh	KLF5 inh
21	-2	35	1	6	-18
22	5	2	-7	0	3
23	5	-60	4	-6	-29
24	6	-4	-6	5	-11
25	4	-14	-3	1	-2
26	4	-24	-1	0	-13
27	-7	-6	0	-5	15
28	4	17	-5	-3	6
29	/	-2	-1	/	/
30	/	-1	2	/	/

# Further structures follow:
item	SMILES	HSF1 activator	HSF1 inhib	HIF activator	AI-2 QS mod	Platelet DG rel
31	O=C(CCN1CCN(C(=O)c2ccco2)CC1)Nc1ccc(F)cc1	0	3	-0.5	11	-2
32	Cc1nnc(NC(=O)C2CCCN(S(=O)(=O)Cc3ccccc3)C2)s1 (stereo not drawn)	18	-6	0.3	8	-4
33	Cc1nc2oc3c(NCc4ccccc4)ncnc3c2c2c1COC(C)(C)C2	12	2	0.0	31	3
34	COC(=O)c1cc(OC)c(OC)cc1NC(=O)CCc1ccc(C)o1	2	-2	-0.7	13	6
35	O=C(O)Cc1sc(Nc2ccccc2)nc1-c1cccs1	27	14	1.3	10	-4
36	Cc1cccc(OCC(=O)Nc2ccc3nc(C)sc3c2)c1	-1	2	0.0	-6	9
37	O=S(=O)(NCCSc1ccccn1)c1ccc(Cl)cc1	2	-3	0.3	19	1
38	N#Cc1ccsc1NC(=O)CN(Cc1ccccc1)Cc1ccccc1	-20	6	-0.3	-4	14
39	O=C(CSc1nc(-c2ccc(F)cc2)cs1)N1CCN(C(=O)c2ccco2)CC1	3	-3	0.2	4	0
40	CCOC(=O)c1c(NC(=O)CSc2nnc(-c3c[nH]c4ccccc34)n2CC)sc2c1CCCC2	12	10	0.0	12	3

item	IEC-6 tox	aSyn 5UTR inh	HDAC3 inhib	HSP90 refold inh	KLF5 inh
31	-6	14	-4	9	-3
32	-1	4	1	-3	-19
33	-3	35	-24	-1	5
34	-1	-7	6	2	-16
35	3	-52	3	3	-72
36	-2	-12	2	0	-1
37	1	4	10	0	-8
38	0	7	/	0	17
39	-8	6	4	-1	-33
40	-1	27	1	-5	7

# Going on with the list.
item	SMILES	HSF1 activator	HSF1 inhib	HIF activator	AI-2 QS mod	Platelet DG rel
41	CCOc1ccc(-n2cc(C(=O)Nc3cccc(Cl)c3)c3cc(OC)c(OC)cc3c2=O)cc1	-11	3	-1.1	24	-2
42	CNC(=O)c1cccc2cccc(Sc3ccccc3C(=O)O)c12	-5	-3	0.9	26	0
43	CCC(C)(C(=O)NC1CCCC1)N(CC1CCCO1)C(=O)c1ccc2c(c1)OCO2 (stereo not drawn)	-3	0	-0.5	15	-2
44	COCCCn1c(SCC(=O)N2CCCCC2C)nnc1-c1ccco1 (stereo not drawn)	6	-2	-0.5	11	1
45	CCN(CC)CCOC(=O)c1ccc(NC(=O)COc2cc(=O)n(CC)c3ccccc23)cc1	14	4	-0.2	1	-2
46	CCCCOc1ccc(C(=O)Oc2cccnc2)cc1	-9	3	0.3	2	2
47	CC1=NN(c2ccccc2)C(=O)C1N=Nc1ccc(C)cc1 (stereo not drawn)	20	2	0.5	13	-12
48	COc1ccc(C2(CNC(=O)CCC(=O)O)CCCC2)cc1	-1	-2	0.2	14	3
49	Cc1ccc(-c2nnc(Nc3ccccc3)c3ccccc23)cc1S(=O)(=O)NCC1CCCO1 (stereo not drawn)	7	0	-0.1	27	4
50	CC(C(=O)N1CCC(C(N)=O)CC1)N(c1ccc(Oc2ccccc2)cc1)S(C)(=O)=O (stereo not drawn)	-7	1	-0.2	19	-1

item	IEC-6 tox	aSyn 5UTR inh	HDAC3 inhib	HSP90 refold inh	KLF5 inh
41	-1	56	0	1	-20
42	-7	-6	8	5	-36
43	6	-4	-6	8	1
44	-2	-8	-2	0	-61
45	0	35	8	-2	0
46	-2	0	4	1	-23
47	8	-37	1	-2	-9
48	1	-20	-15	1	-5
49	-2	11	9	-2	-11
50	4	-12	2	2	-33

# Additional entries
item	SMILES	HSF1 activator	HSF1 inhib	HIF activator	AI-2 QS mod	Platelet DG rel
51	COC(=O)c1ccc(C2CC(=O)NC3=C2C(=O)CCC3)cc1 (stereo not drawn)	17	-2	-0.7	41	-12
52	CCc1ccccc1OCC(=O)N(CC)CC(=O)NCc1ccc(F)cc1	13	-5	-0.3	18	-6
53	CCC(=O)N1N=C(c2ccc(Cl)cc2)CC1c1ccco1 (stereo not drawn)	12	7	0.2	17	0
54	COc1cc(C(C)=O)ccc1OCc1cc(C(=O)N(C)CCC2CCCCO2)no1 (stereo not drawn)	40	32	3.0	15	-12

item	IEC-6 tox	aSyn 5UTR inh	HDAC3 inhib	HSP90 refold inh	KLF5 inh
51	-2	-23	-7	0	0
52	-4	16	0	-2	-21
53	8	0	0	9	11
54	-3	-188	-5	1	-162

# By substructure, the entries above containing a furan ring, fused or not (6)
item	SMILES	HSF1 activator	HSF1 inhib	HIF activator	AI-2 QS mod	Platelet DG rel
31	O=C(CCN1CCN(C(=O)c2ccco2)CC1)Nc1ccc(F)cc1	0	3	-0.5	11	-2
33	Cc1nc2oc3c(NCc4ccccc4)ncnc3c2c2c1COC(C)(C)C2	12	2	0.0	31	3
34	COC(=O)c1cc(OC)c(OC)cc1NC(=O)CCc1ccc(C)o1	2	-2	-0.7	13	6
39	O=C(CSc1nc(-c2ccc(F)cc2)cs1)N1CCN(C(=O)c2ccco2)CC1	3	-3	0.2	4	0
44	COCCCn1c(SCC(=O)N2CCCCC2C)nnc1-c1ccco1 (stereo not drawn)	6	-2	-0.5	11	1
53	CCC(=O)N1N=C(c2ccc(Cl)cc2)CC1c1ccco1 (stereo not drawn)	12	7	0.2	17	0

item	IEC-6 tox	aSyn 5UTR inh	HDAC3 inhib	HSP90 refold inh	KLF5 inh
31	-6	14	-4	9	-3
33	-3	35	-24	-1	5
34	-1	-7	6	2	-16
39	-8	6	4	-1	-33
44	-2	-8	-2	0	-61
53	8	0	0	9	11

# Rows are unselected; overall some 5% were active at least once.
